Assay outcomes: PubChem BioAssay, several laboratories
HMGR II inh – blocks class II HMG-CoA reductase of Enterococcus faecalis | purified E. faecalis HMGR, NADPH absorbance 340 nm kinetic | AID 1066 | 190,000 tested, 0.41% active | inhibition, % at 10 µM;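 active means inhibition above a set limit, the median over all tested compounds plus 3 SD, cut at about 9.5% in these data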;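 further: enzyme runs in reverse so mevalonate oxidation gives rising NADPH absorbance; 0% = complete reaction with DMSO and 100% = background rate lacking mevalonate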
TNAP inh noacc – inhibitors of human TNAP without phosphate acceptor | P05186 | purified TNAP, CDP-star luminescence, 30 min | inhibition, % at 20 µM | 200,000 tested, 0.26% active | AID 1012;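 active means tissue-nonspecific alkaline phosphatase inhibition above about 50% at 20 µM in the single-dose screen, limit read from the data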;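 further: 0% = DMSO negative control and 100% = EDTA positive control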
Target sequence (P05186 whole entry, looked up): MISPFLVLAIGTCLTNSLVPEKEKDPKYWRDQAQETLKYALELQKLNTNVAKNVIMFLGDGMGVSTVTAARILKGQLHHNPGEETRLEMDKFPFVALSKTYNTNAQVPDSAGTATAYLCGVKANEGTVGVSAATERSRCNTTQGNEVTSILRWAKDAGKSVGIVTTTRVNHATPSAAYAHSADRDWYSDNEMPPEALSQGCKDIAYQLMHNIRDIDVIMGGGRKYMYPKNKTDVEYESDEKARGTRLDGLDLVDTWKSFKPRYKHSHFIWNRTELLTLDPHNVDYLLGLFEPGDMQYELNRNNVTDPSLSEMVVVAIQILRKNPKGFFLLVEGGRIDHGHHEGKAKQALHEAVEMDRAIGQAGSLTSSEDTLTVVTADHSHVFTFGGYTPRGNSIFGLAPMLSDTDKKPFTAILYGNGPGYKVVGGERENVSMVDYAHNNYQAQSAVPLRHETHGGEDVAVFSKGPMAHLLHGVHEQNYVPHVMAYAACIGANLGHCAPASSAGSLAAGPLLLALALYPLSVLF
Diaphorase inh – diaphorase inhibition or chemical oxidation counter-screen | inhibition, % at 20 µM | diaphorase resazurin-to-resorufin fluorescence, NADH, 16 min; bacterial (C. kluyveri) enzyme, not human | AID 1217 | 190,000 tested, 0.69% active;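 active means primary screen inhibition at 20 µM above a set limit, cut at about 50% in these data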;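 further: plate controls were DMSO with full reaction for no effect and wells lacking NADH for full effect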
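Benchmarks: positive control wells lacking NADH, neutral wells with DMSO only. System: bacterial diaphorase enzyme (C. kluyveri). Input: 0.14 U/mL diaphorase, enzyme working solution. Detection: resorufin fluorescence, excitation 544 nm, emission 590 nm. Times: 16-min room-temperature incubation before reading.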
Diaph act CS – diaphorase activation or chemical reduction counter-screen; Diaphorase/resazurin coupled assay, resorufin fluorescence, 16 min; active compounds read high; 1 = vehicle wells, 0 = NADH-free wells; activation factor at 20 µM; 190,000 tested, 0.005% active; AID 1229;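 active means diaphorase activity raised at least twofold by the compound at 20 µM; inactive means activation factor below 2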
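Material: purified diaphorase enzyme from Clostridium kluyveri / Medium: HEPES pH 7.4 buffer with MgCl2 and Tween 20 / Schedule: enzyme reaction of 16 min at room temperature / Measured by: resorufin fluorescence, excitation 544 nm, emission 590 nm / Evaluation: rise in resorufin formation, marking diaphorase activation or chemical reduction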
TNAP inh hiacc – inhibitors of human TNAP at high phosphate acceptor concentration; P05186; purified TNAP, CDP-star luminescence, 1 M DEA; inhibition, % at 20 µM; 200,000 tested, 0.03% active; AID 1135;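 active means over 50% inhibition of tissue-nonspecific alkaline phosphatase at 20 µM in the single-dose screen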;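 further: plate controls were DMSO wells for no effect and EDTA-quenched wells as full inhibition for full effect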
PMI act – increases human mannose-6-phosphate isomerase activity. activation factor at 20 µM. P34949. purified human PMI, coupled resazurin fluorescence, 20 min; active compounds read high; 1 = vehicle control, 0 substrate-free wells. 190,000 tested, 0.005% active. AID 1214;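 active means activation factor of 2 or more at 20 µM, relative to plate controls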
Target sequence (P34949 whole entry, looked up): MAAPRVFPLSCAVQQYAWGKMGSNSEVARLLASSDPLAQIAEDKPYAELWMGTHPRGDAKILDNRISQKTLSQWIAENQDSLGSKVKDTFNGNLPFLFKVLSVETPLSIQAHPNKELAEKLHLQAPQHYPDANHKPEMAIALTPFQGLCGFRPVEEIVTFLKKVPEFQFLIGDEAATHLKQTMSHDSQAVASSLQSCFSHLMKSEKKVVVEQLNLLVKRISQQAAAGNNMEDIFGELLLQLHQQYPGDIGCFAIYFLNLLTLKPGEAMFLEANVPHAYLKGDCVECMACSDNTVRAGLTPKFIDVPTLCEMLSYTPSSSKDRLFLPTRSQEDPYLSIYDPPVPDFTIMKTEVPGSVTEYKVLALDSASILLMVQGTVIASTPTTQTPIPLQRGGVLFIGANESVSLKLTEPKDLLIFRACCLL
PMI act satM6P – activators of human phosphomannose isomerase at near-saturating mannose 6-phosphate | P34949 | coupled PMI enzyme assay, resazurin fluorescence, 20 min; active compounds read high; 1 = untreated enzyme, 0 = substrate-free blank | activation factor at 20 µM | 190,000 tested, 0.34% active;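 active means activation factor of 2 or more at 20 µM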
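Test system – human PMI in coupled enzyme assay · Timing – 20 min incubation at room temperature · Detection – Diaphorase-driven resazurin-to-resorufin fluorescence, excitation 544, emission 590 nm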
G6PDH CS – counter-screen for G6PDH assay hits: L. mesenteroides G6PDH inhibition | Purified L. mesenteroides G6PDH, diaphorase/resazurin coupled fluorescence, 45 min | inhibition, % at 5 µM | 200,000 tested, 0.12% active; in the data active means inhibition above about 50%
TNAP act hi DEA – TNAP (human) activation, high acceptor. activation factor at 20 µM. P05186. 200,000 tested, under 10 active. purified TNAP, CDP-star luminescence, 1 M DEA, 30 min; active compounds read high; 0 = EDTA background, 1 = DMSO-only activity;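 active means activation factor at least 2 at 20 µM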
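Test system – human TNAP · Doses – 20 µM single point · Incubation – 30 min, room temperature · Signal – luminescent substrate turnover signal · Read-out basis – activation factor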
FLuc stim CS – affects firefly luciferase, flagging false hits in luciferase stimulation screens | ATPlite luciferase biochemical, luminescence, 10 min; 0 = ATP-free wells, 1 = DMSO control | activation factor at 10 µM | 200,000 tested, under 10 active;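 active means luciferase activation factor, scaled between plate controls, of at least 2 with compound at 10 µM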
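Material: Luciferase/luciferin reagent mix | Doses: Test compounds dosed from 2 mM stocks in 100% DMSO | Timing: 10 min incubation after luciferase reagent addition, room temperature | Measured by: Luminescence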
Active calls of the source: *; / = not tested or not shown.

Below each SMILES – HMGR II inh, TNAP inh noacc, Diaphorase inh, Diaph act CS, TNAP inh hiacc, PMI act, PMI act satM6P, G6PDH CS, TNAP act hi DEA, FLuc stim CS
1: Cc1cccc2cc(CN(CCCO)C(=O)Nc3ccc(Cl)cc3)c(=O)[nH]c12
→ 1.2, -9.2, 2.1, 1, -2.0, 1, 0.8, 0.3, 1, 1
2: COc1cc(NC(=S)NN2CCN(C)CC2)cc(OC)c1OC
→ -0.1, -4.7, 1.4, 1, -3.6, 1, 1, 10.6, 1, 1.1
3: COCCn1c(C)cc2c(c1=O)C(c1ccco1)C(C#N)=C(N)O2 (stereo unspecified)
→ 0.8, 5.9, 6.6, 0.9, -1.2, 1.1, 1.1, 6.5, 1, 1.1
4: O=C(C1CC1)n1cc(C(=S)N2CCOCC2)c2ccccc21
→ 2.9, -2.7, -6.9, 1.1, -8.6, 1.1, 1, 5.0, 1.1, 1.1
5: CC(C)/C=N/NC(=O)c1cc(Br)ccc1O
→ 1.9, -11.3, 4.4, 1, -2.3, 1.1, 1.2, 9.2, 1, 0.9
6: O=C(NC(NNc1ccc([N+](=O)[O-])cc1)(C(F)(F)F)C(F)(F)F)c1ccccc1Cl
→ 0.6, 7.1, 11.2, 0.9, 3.1, 1.3, 1.6, 3.2, 1, 1
7: O=C(Nc1nc(-c2nc3ccccc3s2)cs1)C1COc2ccccc2O1 (stereo unspecified)
→ -6.0, -4.0, 6.5, 0.9, 3.4, 1, 0.9, 1.9, 1, 0.9
8: O=C1NCC(COCc2ccccc2)O1 (stereo unspecified)
→ 2.3, -5.9, 1.5, 1, -5.2, 1, 1, -16.8, 1.1, 1.1
9: Cc1cccc2cc(CN(Cc3ccco3)C(=O)N3CCCC3)c(=O)[nH]c12
→ /, -6.0, 4.0, 1, -4.3, 1, 1, 6.4, 1, 1
10: CCCCCCn1c(CN2CCCC(C)C2)nc2c1c(=O)n(C)c(=O)n2C (stereo unspecified)
→ -1.1, 12.1, 20.0, 0.8, -3.1, 0.9, 1, -0.5, 1, 1.1
11: O=C1NC(=NCc2ccccc2)S/C1=C\c1ccccc1
→ -9.1, -4.8, 7.7, 0.9, 2.9, 1, 1, -18.5, 1, 1
12: N#Cc1cccc(-n2c(-c3ccccc3)nnc2-c2ccccc2)c1C#N
→ -1.7, -0.4, 25.0, 0.8, -0.3, 0.8, 0.8, -16.6, 1, 1.1
13: COC(=O)C1(S(=O)(=O)c2cccc3nsnc23)CC1
→ -1.9, -4.3, 1.1, 1, -3.8, 1.1, 1.1, 3.6, 1, 1.1
14: CN1/C(=C/C=C(C#N)C#N)C(C)(C)c2ccccc21
→ -5.3, 0.7, -14.9, 1.1, 0.3, 1, 1, 11.5, 1, 1
15: COc1ccc(C(=O)NNC(=O)CN2CCC(n3nnc4cc(C(F)(F)F)ccc43)CC2)cc1
→ -0.1, -18.8, -3.5, 1, -2.3, 1, 1, 17.4, 1, 1
16: CC(C)(C)NS(=O)(=O)CC12CCC(CC1=O)C2(C)C (stereo unspecified)
→ -8.4, -7.5, 16.7, 0.8, -8.1, 0.8, 0.9, 9.3, 1.1, 1
17: NC(=O)c1ncc(C(F)(F)F)cc1Oc1ccc(F)cc1
→ 0.7, -7.7, 8.0, 0.9, -6.0, 0.9, 1, 12.0, 1.1, 1.1
18: O=C(NCCc1c[nH]c2ccccc12)c1cnc2n(c1=O)CCS2
→ -7.4, -9.9, 20.6, 0.8, -4.1, 1, 1, -2.3, 1, 1
19: CC1CC(C)CN(CCOc2ccc(Br)cc2)C1 (stereo unspecified)
→ -4.4, -11.2, 2.9, 1, -0.5, 1.2, 1.2, 4.0, 1, 1
20: CN(Cc1nc(Cc2cccc(F)c2)no1)CC1CCOCC1
→ -3.1, -3.1, 8.6, 0.9, 0.4, 0.9, 0.9, 12.8, 1, 1
21: O=C(CSc1nnnn1-c1ccccc1)Nc1ncc2c(n1)CC(c1ccco1)CC2=O (stereo unspecified)
→ -2.2, -5.0, 20.1, 0.8, 4.1, 1.1, 1, 6.2, 1, 1
22: Cc1cc(C)cc(OCC(O)CN2CCN(Cc3ccc4c(c3)OCO4)CC2)c1 (stereo unspecified)
→ 6.2, -5.4, -4.9, 1, -2.2, 1.3, 1.3, 2.7, 1, 1
23: CCOC(=O)c1nc(-c2ccc3c(c2)OCO3)[nH]c1C
→ -7.2, -7.2, 4.4, 1, -1.2, 1, 1, -3.1, 1, 0.8
24: Brc1cccc(-c2nnc(SCc3ccon3)n2-c2ccccc2)c1
→ 5.7, -17.8, 16.0, 0.8, -8.3, 0.9, 1, -2.6, 1.1, 1
25: COC(=O)c1ccc(OC)c(CSc2nnc(COc3ccc(OC)cc3)o2)c1
→ 1.1, 0.7, 9.7, 0.9, -2.2, 0.8, 0.8, -16.8, 1, 1
26: CC(=O)c1cccc(NC(=O)C(OC(=O)c2cccs2)c2ccccc2)c1 (stereo unspecified)
→ 4.8, -5.2, 8.5, 0.9, -5.7, 1, 1, 8.1, 1.1, 1
27: O=S(=O)(N/N=C\c1c(F)cccc1Cl)c1ccc(Cl)cc1
→ -4.4, -5.3, 8.5, 0.9, -1.6, 1.3, 1.2, 7.2, 1, 1.1
28: O=C(CCS(=O)(=O)c1ccc(Br)cc1)NCc1cccs1
→ -1.1, -1.7, 12.8, 0.9, 2.1, 0.8, 0.9, 10.0, 1, 1
29: CC(C)(C)NC(=O)C1CC(=O)OC12CCCCC2 (stereo unspecified)
→ 0.6, -11.8, 10.1, 0.9, -3.2, 1, 1, 5.0, 1, 1.1
30: CCc1ccc(C(C)NC(=O)Cc2ccc(F)cc2)cc1 (stereo unspecified)
→ -1.9, -12.8, 12.5, 0.9, -1.7, 1, 1.1, -7.0, 1, 1

Reprinted from the part before: three compounds, then new ones.
Below each SMILES – HMGR II inh, TNAP inh noacc, Diaphorase inh, Diaph act CS, TNAP inh hiacc, PMI act, PMI act satM6P, G6PDH CS, TNAP act hi DEA, FLuc stim CS
28: O=C(CCS(=O)(=O)c1ccc(Br)cc1)NCc1cccs1
→ -1.1, -1.7, 12.8, 0.9, 2.1, 0.8, 0.9, 10.0, 1, 1
29: CC(C)(C)NC(=O)C1CC(=O)OC12CCCCC2 (stereo unspecified)
→ 0.6, -11.8, 10.1, 0.9, -3.2, 1, 1, 5.0, 1, 1.1
30: CCc1ccc(C(C)NC(=O)Cc2ccc(F)cc2)cc1 (stereo unspecified)
→ -1.9, -12.8, 12.5, 0.9, -1.7, 1, 1.1, -7.0, 1, 1
31: Cc1cc(NC(=O)c2cc(-c3ccccc3)on2)n(-c2ccccc2)n1
→ 1.6, -11.5, -0.7, 1, -8.2, 1, 1, -25.0, 1.1, 1
32: CC(=O)Nc1ccc(N2C(=O)CC(N3CCSCC3)C2=O)cc1 (stereo unspecified)
→ 1.2, -3.3, -10.1, 1.1, -5.7, 1.1, 1, 26.9, 1.1, 1.1
33: CC1CCN(C(=O)CSc2ccc(-c3ccccc3)nn2)CC1
→ -5.0, -12.8, 14.8, 0.9, -7.7, 0.9, 0.9, 13.8, 1.1, 1
34: CC(C)(C)c1n[nH]c(=S)n(/N=C/c2cccs2)c1=O
→ -7.9, -14.4, 22.4, 0.8, 4.3, 0.9, 0.9, 7.0, 1, 1
35: Cc1cc(C)n(CCc2nc(-c3ccc(F)cc3)cs2)n1
→ 4.9, -7.2, 8.3, 0.9, -3.0, 1, 0.9, 17.5, 1, 0.9
36: COc1ccc(NC(=O)c2cccc(Oc3ccc([N+](=O)[O-])cc3Cl)c2)cc1
→ -2.9, -11.1, 15.6, 0.8, -0.9, 0.8, 0.9, 11.3, 1, 1
37: Cc1ccc(C2=CC(C)(c3ccc(C)cc3)Nc3nc(C(F)(F)F)nn32)cc1 (stereo unspecified)
→ -6.6, -5.4, 16.9, 0.8, 1.6, 0.8, 0.9, 10.7, 1, 1.1
38: O=C(c1ccco1)N1CCN(S(=O)(=O)c2ccc(S(=O)(=O)NC3CC3)cc2)CC1
→ -6.3, -9.9, 11.7, 0.9, -6.4, 0.9, 0.9, -0.3, 1.1, 1.1
39: CN(C)/C=C(\C#N)C(N)=C(C#N)C#N
→ -3.1, -13.9, 14.0, 0.9, -2.2, 0.9, 0.9, 3.4, 1, 1.1
40: COC(=O)c1ccc(C)c(-n2c(C)cc(C=O)c2C)c1
→ -2.4, -11.3, 1.7, 1, -4.5, 1, 1, 11.8, 1, 1
41: O=C(C1=C[C@H](C2CCCCC2)C[C@H](OCc2ccc(CO)cc2)O1)N1CCN(Cc2ccccc2)CC1
→ -0.8, -1.7, 30.8, 0.7, -5.4, 0.7, 0.8, 17.6, 1.1, 1
42: CCN(Cc1ccccc1)C(=O)CCCOc1ccccc1
→ -0.3, -9.7, 0.6, 1, -4.7, 1, 1.1, 2.9, 1, 1
43: C=CCN1C(c2cccc(C(F)(F)F)c2)=CS/C1=C(/C#N)c1nnc(N2CCOCC2)n1-c1ccccc1
→ -0.1, -7.5, 8.3, 0.9, -5.6, 1.1, 1.2, 1.0, 1.1, 1.1
44: Cc1ccc(C(=O)N2CCN(S(=O)(=O)c3ccc(C)cc3)CC2)cc1
→ -1.5, -6.3, 12.3, 0.9, -3.6, 0.9, 0.9, 8.2, 1, 1.1
45: O=C(O)CCC(=O)Nc1ccc(C(=O)N2CCCCC2)cc1
→ -1.8, -11.3, 8.6, 0.9, -5.3, 0.9, 0.9, 11.9, 1.1, 1
46: CCNC(=O)N1CCNC(=O)C1CC(=O)OC (stereo unspecified)
→ 0.7, -7.0, -1.1, 1, 1.0, 0.9, 0.9, 6.1, 1, 1
47: CC1(C(=O)N2CCN(c3ccccc3)CC2)CC1(Cl)Cl (stereo unspecified)
→ 2.7, -17.1, 7.3, 0.9, -6.3, 0.9, 0.9, -1.1, 1.1, 1.1
48: CN(C)c1nc2n(c(=O)n1)CCO2
→ -2.5, -9.1, 3.8, 1, -5.5, 1, 1, 0.6, 1.1, 1.1
